NR5A2 inv ag = NR5A2 inverse agonism in reporter assay; 0.13% of 360,000 active; O00482; HEK293T StAR-luciferase reporter, LRH-1 transfected, 24 h; AID 602396; inhibition, % at 3.6 µM;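 active means inhibition above the mean inhibition of all tested compounds plus 3 SD, cut at about 73% in these data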;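 further: 0% = DMSO wells and 100% = reporter-only cells lacking LRH-1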
EBV LMP1 NFkB = reduces LMP1-driven NF-kappaB luciferase signal; AID 504558; inhibition, % at 12.5 µM; LMP1-induced NF-kappaB luciferase reporter cells, luminescence; 0.69% of 350,000 active; in the data active means inhibition above about 41%;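 further: 0% = neutral control wells and 100% = reference inhibitor control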
NOD2 RIPK2 PPI = NOD2-RIPK2 protein interaction inhibition. CHO BLA complementation NOD2-RIPK2, CCF4 ratio. O43353. 0.38% of 360,000 active. inhibition, % at 4.98 µM; in the data active means inhibition above about 21%;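 further: 0% = vehicle only and 100% = reference blocker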
Target sequence (O43353 whole entry, looked up): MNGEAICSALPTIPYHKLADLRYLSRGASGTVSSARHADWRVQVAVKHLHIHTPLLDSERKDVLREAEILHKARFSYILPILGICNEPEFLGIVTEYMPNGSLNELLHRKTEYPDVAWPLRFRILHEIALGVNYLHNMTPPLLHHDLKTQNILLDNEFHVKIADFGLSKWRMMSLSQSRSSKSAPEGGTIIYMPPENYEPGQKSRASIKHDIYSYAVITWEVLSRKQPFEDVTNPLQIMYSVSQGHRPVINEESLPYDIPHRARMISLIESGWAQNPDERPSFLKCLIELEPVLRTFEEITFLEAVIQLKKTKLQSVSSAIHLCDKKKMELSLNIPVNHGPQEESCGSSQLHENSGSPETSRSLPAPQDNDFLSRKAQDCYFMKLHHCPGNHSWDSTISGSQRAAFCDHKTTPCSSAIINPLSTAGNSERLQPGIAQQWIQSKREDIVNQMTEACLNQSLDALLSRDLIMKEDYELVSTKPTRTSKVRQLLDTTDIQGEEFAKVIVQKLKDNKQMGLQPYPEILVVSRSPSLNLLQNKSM
NR2F2 inh = inhibitors of human COUP-TFII (NR2F2). P24468. HEK293T NGFI-A luciferase reporter, luminescence. inhibition, % at 8.6 µM. 0.7% of 370,000 active. AID 686940;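 active means inhibition above a per-plate cutoff, mean inhibition of test wells between control levels plus 3 SD, cut at about 38% in these data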;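 further: cells cotransfected with COUP-TFII expression vector driving the NGFI-A reporter; 0% = median of COUP-TF2 test wells and 100% = reporter-only cells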
ABHD5-PLIN5 inh = ABHD5-PLIN5 protein interaction inhibition; Split G. princeps luciferase complementation, luminescence, 4 h; inhibition, % at 4 µM; 0.78% of 360,000 active;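 active means inhibition above the mean inhibition across every tested compound plus 3 SD, cut at about 22% in these data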;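 further: 0% = DMSO only wells and the 100% control is not disclosed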
MC4R antag cAMP = blocks human MC4R cAMP signaling; P32245; MC4R-expressing cells, MTII-stimulated cAMP, LANCE TR-FRET; inhibition, % at 6.5 µM; 0.48% of 360,000 active;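 active means inhibition above its plate's cutoff, the mean of tested wells on that plate plus 3 SD, cut at about 29% in these data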;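 further: 0% = Melanotan II alone and 100% = Melanotan II plus saturating MCL0020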
Target sequence (P32245 whole entry, looked up): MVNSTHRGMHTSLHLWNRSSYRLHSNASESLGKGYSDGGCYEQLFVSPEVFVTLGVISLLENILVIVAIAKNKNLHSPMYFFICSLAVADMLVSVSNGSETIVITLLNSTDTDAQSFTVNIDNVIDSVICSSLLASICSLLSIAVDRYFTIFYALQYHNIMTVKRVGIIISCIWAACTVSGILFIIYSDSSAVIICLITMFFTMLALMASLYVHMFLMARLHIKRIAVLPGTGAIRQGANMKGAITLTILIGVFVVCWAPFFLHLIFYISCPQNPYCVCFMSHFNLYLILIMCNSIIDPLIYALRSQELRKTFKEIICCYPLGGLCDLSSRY
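Material: U2OS-MC4R stable cell line | Reagent: Melanotan II challenge after compound preincubation | Doses: One concentration, 6.5 µM nominal | Incubation: 30-min compound preincubation, 1-h Melanotan II challenge, 1-h detection, room temperature | Signal: TR-FRET cAMP assay | Replicates: One well per compound, no replicates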
SRC3 inh = inhibits human SRC3 coactivator; AID 588352; inhibition, % at 3.6 µM; 0.17% of 360,000 active; HEK293 GAL4-SRC3 luciferase reporter, luminescence; Q9Y6Q9;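 active means inhibition above a per-campaign cutoff, the mean of all compounds plus 3 SD, cut at about 60% in these data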;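 further: 0% = DMSO-treated cells and 100% = gossypol-treated cells at 36 µM; higher means less SRC3-driven luciferase light from the GAL4 reporter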
MC4R barr agon = human MC4R agonism via beta-arrestin | P32245 | U2OS MC4R beta-arrestin complementation, luminescence; percent of melanotan II response, DMSO zero | activation, % at 8.9 µM | 0.98% of 360,000 active | AID 540308;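 active means activation above a per-plate cutoff, the mean activation of sample wells on that plate plus 3 SD, cut at about 8% in these data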
SRC1 inh = inhibitors of human steroid receptor coactivator 1 (SRC1) | Q15788 | AID 588354 | inhibition, % at 3.6 µM | HEK293 GAL4-SRC1 luciferase reporter, luminescence | 0.12% of 360,000 active;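 active means inhibition above the campaign mean plus 3 SD, with each screening campaign given its own cutoff, cut at about 60% in these data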;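 further: 0% = DMSO treated cells and 100% = gossypol at 36 µM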
TLR9-MyD88 inh = inhibitors of human TLR9-MyD88 binding; Q9NR96+Q99836; CHO BLA complementation TLR9-MyD88, CCF4 FRET ratio; inhibition, % at 4.98 µM; 0.21% of 340,000 active; AID 504734;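 active means inhibition above the mean over all tested compounds plus 3 SD, cut at about 21% in these data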;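 further: 0% = DMSO only wells and 100% = clavulanate BLA inhibitor control wells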
SRC2 inh = inhibits human steroid receptor coactivator 2; Q15596; HEK293 GAL4-SRC2 luciferase reporter, luminescence; inhibition, % at 9 µM; 0.17% of 370,000 active;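 active means inhibition above the mean inhibition of all tested compounds plus 3 SD, set per campaign, cut at about 52% in these data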;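 further: 0% = DMSO treated cells and 100% = cells given Gossypol at 36 µM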
Numbers without * were called inactive; / = no result given. Some of the compounds tested. The share of hits here may be higher or lower than overall.

entry | NR5A2 inv ag | EBV LMP1 NFkB | NOD2 RIPK2 PPI | NR2F2 inh | ABHD5-PLIN5 inh | MC4R antag cAMP | SRC3 inh | MC4R barr agon | SRC1 inh | TLR9-MyD88 inh | SRC2 inh | Structure
1 | 6.5 | -5.1 | -11.4 | -7.0 | -3.3 | 10.2 | 4.7 | -1.9 | -4.7 | -9.9 | 7.8 | CCNC(=O)COC(=O)c1csc2c1CCCC2
2 | -13.2 | 2.9 | -15.8 | -9.4 | 4.2 | 8.4 | 1.2 | -0.2 | 1.2 | 0.4 | 12.1 | Cc1ccc2c(C)c(C(=O)Nc3c(C)n(C)n(-c4ccccc4)c3=O)oc2c1C
3 | -5.3 | -0.1 | -14.1 | 28.9 | 3.0 | 14.9 | 4.7 | -1.5 | -10.0 | -1.5 | -33.4 | COc1ccccc1NC(=O)c1ccc(C)c(S(=O)(=O)N2CCCCC2)c1
4 | 11.2 | -0.8 | 1.1 | 22.4 | -8.0 | -1.8 | -1.7 | 0.9 | -4.1 | 0.2 | 15.9 | Cc1ccccc1NC(=O)COc1coc(CN2CCN(Cc3ccccc3)CC2)cc1=O
5 | 0.5 | 9.2 | 0.0 | -9.9 | 3.1 | -1.6 | 11.2 | -0.9 | 15.6 | 0.8 | 5.4 | CCOC(=O)N1CCN(S(=O)(=O)c2ccc(F)c(C(=O)Nc3cccc(C)c3C)c2)CC1
6 | -37.2 | -4.2 | -1.2 | 9.3 | -11.1 | 1.9 | -9.3 | -1.1 | -9.7 | 1.1 | -47.7 | O=C(Nc1cc(N2CCOCC2)ncn1)c1ccc(F)cc1
7 | -0.9 | -6.3 | -7.9 | -1.1 | 7.2 | 3.2 | 5.3 | -0.1 | 10.3 | 2.5 | -0.7 | CC1(C)Cc2ccccc2-c2nnc(-c3ccc4ccccc4n3)n21
8 | 4.7 | 1.3 | -8.7 | -4.4 | 2.9 | 3.1 | 8.1 | -2.5 | -1.0 | 3.5 | 7.2 | CSc1nc2c(c(=O)[nH]1)C(c1cccs1)C1=C(CCCC1=O)N2 (stereo unspecified)
9 | -8.1 | / | 5.7 | -6.8 | -3.8 | 0.1 | -13.7 | -2.6 | -6.2 | / | -27.6 | CCCCNC(=O)C1(C)CCCCN1C(=O)c1ccc(OC)c(C(F)(F)F)c1 (stereo unspecified)
10 | 4.5 | -3.4 | -2.0 | 1.3 | 8.7 | 6.6 | 13.0 | -2.9 | -6.1 | -2.1 | -32.8 | COCCN(C(=O)COC(=O)c1cc2c(s1)CCC2)c1c(N)n(Cc2ccccc2)c(=O)[nH]c1=O
11 | -25.4 | 20.6 | -1.6 | -8.6 | 2.7 | -2.5 | -10.3 | -0.3 | -25.1 | -1.0 | -4.9 | COc1ccc2cc(C)c3nnc(SCC(=O)Nc4nc(-c5ccccc5)cs4)n3c2c1
12 | 4.0 | -2.8 | 0.7 | 22.1 | 4.6 | -4.9 | 7.0 | 2.6 | -2.6 | 0.4 | 5.1 | COCCCNc1nc2c(c(=O)[nH]c(=O)n2C)n1CC(O)COc1cccc(C)c1 (stereo unspecified)
13 | 8.3 | -0.6 | -3.0 | 3.3 | 1.1 | 12.0 | -4.8 | -0.4 | -4.2 | -34.8 | -17.9 | Cc1onc(-c2ccccc2Cl)c1C(=O)NCCn1ccc2ccccc21
14 | 0.3 | 1.0 | -6.9 | -17.0 | -8.9 | -2.7 | 15.1 | 2.2 | 12.9 | -1.0 | 25.9 | CN(C)Cc1c(C(=O)N/N=C/c2cccs2)nnn1-c1nonc1N
15 | 9.5 | 1.0 | -0.6 | 17.0 | 3.6 | -0.2 | -4.2 | -1.3 | -7.7 | 4.2 | -1.3 | CCOC(=O)c1nn(-c2ccccc2)c(=O)cc1OCC(=O)Nc1cccc(OC)c1
16 | 1.9 | -0.5 | 0.9 | 23.8 | -7.9 | 16.3 | 11.8 | -2.6 | -5.1 | 2.2 | 12.4 | Cc1cc(C)c(NC(=O)CSc2nc(=O)n(CCN3CCOCC3)c3c2CCCC3)c(C)c1
17 | -2.1 | 5.5 | 1.9 | 20.6 | -5.7 | -4.6 | 14.3 | -0.6 | 1.1 | -1.0 | -23.5 | CCC1CCCCN1c1nc2c(C=O)c(C)nn2c2ccccc12 (stereo unspecified)
18 | -7.1 | -11.5 | -7.8 | 15.0 | 2.2 | -3.4 | -7.6 | -1.5 | -2.2 | -12.8 | 3.9 | COC1OC(O)C(NC(=O)C(F)(F)F)CC1O (stereo unspecified)
19 | -1.9 | 2.4 | -10.7 | 12.9 | 0.2 | 0.2 | -19.7 | -3.6 | -4.7 | -2.4 | -34.9 | CN1C(C(=O)Nc2ccc(C(=O)O)cc2)=C(O)c2ccccc2S1(=O)=O
20 | 18.1 | / | -2.3 | -11.4 | 7.2 | / | 23.2 | / | -3.5 | / | -70.8 | N#Cc1ccc(-c2nc3ccc(Cl)cn3c2Cc2cccc(F)c2)cc1
21 | 20.5 | -5.2 | 0.8 | 8.8 | -4.0 | 1.8 | 10.7 | -0.5 | -88.8 | 3.2 | 22.6 | CNC(=S)N1CCN(C(=O)c2ccco2)CC1
22 | -8.8 | -1.8 | -4.3 | -9.0 | -0.7 | 16.5 | 5.7 | 0.6 | -2.2 | -7.9 | -21.9 | CC1CCCCC1NC(=O)/C(C#N)=C/c1ccc(F)c(F)c1 (stereo unspecified)
23 | 6.2 | -5.6 | 0.2 | -11.7 | -10.3 | 14.1 | -20.0 | -1.4 | -12.5 | 4.1 | -13.5 | O=C1OC(Oc2ccc(Br)cc2)(c2ccccc2)c2ccccc21 (stereo unspecified)
24 | 29.6 | 18.8 | -6.6 | 42.7* | -3.9 | 12.7 | 37.4 | -3.3 | 5.6 | -4.6 | 39.4 | O=C(c1ccc(S(=O)(=O)c2ccc(F)cc2)c([N+](=O)[O-])c1)N1CCCCCC1
25 | 11.8 | -3.3 | -6.3 | -5.9 | -1.9 | -5.9 | 9.3 | -2.3 | -39.2 | -4.8 | -13.4 | COc1cccc(C(=O)N2CCCC(Nc3ccc(C)c(C)c3)C2)c1 (stereo unspecified)
26 | 2.9 | 0.5 | -5.8 | -16.9 | 7.2 | 3.6 | 5.9 | -3.0 | -19.5 | -12.5 | 22.8 | O=C(NCc1cccnc1)c1ccc(S(=O)(=O)Nc2ccccc2)cc1
27 | -0.3 | 34.8 | 7.9 | -15.1 | 7.0 | 12.2 | -8.8 | 5.6 | 8.6 | -15.3 | -47.9 | COc1ccc(OCC(=O)Nc2cc(-c3nn(C)c(=O)c4ccccc34)ccc2OC)cc1
28 | 25.1 | 7.4 | 5.2 | 4.3 | -1.3 | 0.2 | -18.9 | -1.1 | -13.8 | -1.2 | 0.3 | O=C(Nc1nc2ccc(S(=O)(=O)N3CCCC3)cc2s1)C1CCCO1 (stereo unspecified)
29 | 30.3 | / | 2.1 | 6.1 | -7.2 | / | / | / | / | / | -7.7 | COc1ccc(Cc2c(C(C)(C)C)nc3cc(C)c(Br)c(C)n23)c(C)c1
30 | -8.0 | -7.2 | -7.0 | -7.2 | -3.5 | 2.5 | 21.4 | -2.2 | -43.3 | 2.1 | -31.4 | COc1ccc(CC2(CO)CCN(CC3=CC[C@H]4C[C@@H]3C4(C)C)CC2)cc1
31 | 13.1 | -3.4 | 0.3 | -19.6 | -6.6 | -0.4 | 14.0 | -0.4 | -8.5 | -7.3 | -6.3 | COCCNC(=O)CCC1CCN(C/C=C/c2ccccc2OC)CC1
32 | 13.4 | -7.7 | -5.7 | -9.1 | -0.5 | 8.5 | 14.9 | -1.2 | -8.2 | -5.9 | -9.4 | CCOc1cc(C2C(C(=O)OC(C)C)=C(C)NC3=C2C(=O)CCC3)cc([N+](=O)[O-])c1O (stereo unspecified)
33 | 1.6 | 1.1 | 0.6 | / | 8.0 | 1.4 | 21.5 | -1.4 | -5.8 | 6.4 | / | NC(=O)C(CC(=O)O)NC(=O)[C@@H]1CCCNc2c(I)cc([N+](=O)[O-])cc2C(=O)N[C@@H](CO)C(=O)N[C@@H](Cc2ccc(O)cc2)C(=O)N1 (stereo partly specified)
34 | -5.6 | 3.3 | 0.9 | -4.2 | -7.4 | 3.4 | 3.4 | -1.3 | 6.6 | 10.2 | -5.8 | Cc1ccc2nc(SCC(=O)NCc3ccc(S(N)(=O)=O)cc3)[nH]c2c1
35 | 8.9 | -7.8 | -4.8 | 4.6 | 0.7 | -0.9 | -10.8 | -0.7 | 4.1 | -6.8 | -3.9 | Cc1ccc(S(=O)(=O)N2CCCN(S(=O)(=O)c3ccc(C)cc3)CC2)cc1
36 | -3.6 | 4.8 | -9.0 | -16.6 | 2.7 | 15.2 | 25.7 | 0.6 | -4.5 | 1.2 | -30.9 | CC(C)CNC(=O)C(=O)NCCCN1CCOCC1
37 | 3.4 | -4.4 | 1.7 | 12.4 | 2.9 | 4.9 | 14.6 | -0.4 | 8.0 | 9.3 | 13.8 | CCOC(=O)N1CCN(C(=O)C(C)NC(=O)c2ccco2)CC1 (stereo unspecified)
38 | 27.5 | 2.3 | 0.2 | -3.5 | 3.8 | 6.1 | 9.8 | -1.8 | -34.0 | 5.3 | -2.2 | Cc1ccc(C(=O)Nc2ccccc2N2CCCCC2)cc1S(=O)(=O)N1CCOCC1
39 | 17.0 | 6.1 | -4.1 | 5.2 | 6.5 | -1.9 | 10.2 | -1.1 | -29.4 | -6.8 | 5.7 | O=C1CCC(=O)N1CN(C(=O)c1ccco1)c1ccc(Cl)c(Cl)c1
40 | -30.0 | -2.4 | 2.2 | -3.7 | 7.0 | 6.9 | -26.3 | -2.4 | -54.2 | 3.4 | -6.3 | O=C(NCC1CCCN1S(=O)(=O)c1cccs1)C(=O)Nc1ccccc1 (stereo unspecified)
41 | -8.9 | -3.9 | 1.1 | 3.8 | -6.7 | 1.1 | 12.3 | -1.6 | -10.7 | -7.5 | -15.3 | Cc1ccc(NC2CCCN(C(=O)CN3C(=O)CSC3=O)C2)cc1C (stereo unspecified)
42 | -6.2 | -38.1 | 8.2 | 5.6 | 2.5 | 14.1 | 9.4 | 0.7 | -28.5 | -9.2 | -0.7 | Cc1ccc(C)n1-c1ccc(C(=O)N2CCC(C(N)=O)CC2)cc1
43 | -12.3 | 0.7 | -5.2 | 6.3 | -3.5 | 12.3 | 6.8 | -0.9 | 9.6 | -10.2 | 5.5 | CC1Cc2ccccc2N1C(=O)CN1C(=O)NC2(CCCCC2)C1=O (stereo unspecified)
44 | 1.7 | 4.9 | -1.1 | -10.1 | 3.2 | 8.3 | -4.3 | -0.6 | -0.8 | 4.4 | -13.5 | CCCN1CCN(C(=O)CCCn2c(C)c3cnn(-c4ccccc4)c(=O)c3c2C)CC1
45 | -0.1 | 4.7 | 6.8 | 12.3 | 1.0 | 14.1 | 9.0 | -2.2 | 4.3 | 12.1 | -13.1 | O=C(Cn1c(NCCO)nc2ccccc21)Nc1ccc2c(c1)OCCCO2
46 | 8.2 | -7.0 | -0.6 | -6.3 | -10.8 | 0.7 | 17.6 | 0.8 | 15.2 | 0.8 | -4.4 | CCCCCC(O)(CCCCC)C(=O)NNc1ccccc1

Screening results: PubChem, several laboratories
